TGFb inhibitor: inhibitors of TGF-b signaling; HepG2 CAGA-GFP TGF-b/SMAD3 reporter, GFP fluorescence, 18 h; TGF-beta stimulated, 500 pg/mL final; AID 588855; Potency, µM (series often up to 46.1 µM), for the others: at the top dose activity, negative = inhibition, usual class: inhibitors; actives 1.2% (n = 410,000); also: potency is read from the fitted curve at half-maximal effect; % is scaled to controls: 0 for no effect and ±100 for the full control effect; nearly all actives have a fitted effect of over 65% in size
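TGF-beta reporter screen: HEPG2 CAGA-GFP, 1% FBS, 500 pg/mL TGF-beta final, 18 h; per-cell GFP summed per well; curves fitted and categorized by class.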
A549 tox: counter-screen for Nrf2 inhibitors: cytotoxicity in A549 cells | A549 ARE-Fluc cells, CellTiter-Fluor viability, 18-24 h | Potency, µM (doses to about 46 µM), for inactives: top-dose activity change, negative = cytotoxicity, actives largely listed as inhibitors | actives 0.16% (n = 390,000) | AID 504648; also: potency is read from the fitted curve at half-maximal effect; % is scaled to controls: 0 for no effect and ±100 for the full control effect
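Cytotoxicity counterscreen: CellTiter-Fluor fluorescence was measured in A549 ARE_Fluc cells after 18-24 h of compound exposure in a concentration series. The subsequent BugLite luminescent read reports ARE-luciferase activity.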
EPAC2 ag: EPAC2 (human) agonism. Q8WZA2. EPAC2 activation, biochemical qHTS; response scale: 100% = 6.5 mM cAMP response. Potency, µM (series often up to 154 µM), for the others: top-dose activation, usual class: activators. actives 0.079% (n = 360,000). AID 720711; also: potency is read from the fitted curve at half-maximal effect; nearly all actives have a fitted effect of over 50% in size
Target sequence (Q8WZA2 whole entry, looked up): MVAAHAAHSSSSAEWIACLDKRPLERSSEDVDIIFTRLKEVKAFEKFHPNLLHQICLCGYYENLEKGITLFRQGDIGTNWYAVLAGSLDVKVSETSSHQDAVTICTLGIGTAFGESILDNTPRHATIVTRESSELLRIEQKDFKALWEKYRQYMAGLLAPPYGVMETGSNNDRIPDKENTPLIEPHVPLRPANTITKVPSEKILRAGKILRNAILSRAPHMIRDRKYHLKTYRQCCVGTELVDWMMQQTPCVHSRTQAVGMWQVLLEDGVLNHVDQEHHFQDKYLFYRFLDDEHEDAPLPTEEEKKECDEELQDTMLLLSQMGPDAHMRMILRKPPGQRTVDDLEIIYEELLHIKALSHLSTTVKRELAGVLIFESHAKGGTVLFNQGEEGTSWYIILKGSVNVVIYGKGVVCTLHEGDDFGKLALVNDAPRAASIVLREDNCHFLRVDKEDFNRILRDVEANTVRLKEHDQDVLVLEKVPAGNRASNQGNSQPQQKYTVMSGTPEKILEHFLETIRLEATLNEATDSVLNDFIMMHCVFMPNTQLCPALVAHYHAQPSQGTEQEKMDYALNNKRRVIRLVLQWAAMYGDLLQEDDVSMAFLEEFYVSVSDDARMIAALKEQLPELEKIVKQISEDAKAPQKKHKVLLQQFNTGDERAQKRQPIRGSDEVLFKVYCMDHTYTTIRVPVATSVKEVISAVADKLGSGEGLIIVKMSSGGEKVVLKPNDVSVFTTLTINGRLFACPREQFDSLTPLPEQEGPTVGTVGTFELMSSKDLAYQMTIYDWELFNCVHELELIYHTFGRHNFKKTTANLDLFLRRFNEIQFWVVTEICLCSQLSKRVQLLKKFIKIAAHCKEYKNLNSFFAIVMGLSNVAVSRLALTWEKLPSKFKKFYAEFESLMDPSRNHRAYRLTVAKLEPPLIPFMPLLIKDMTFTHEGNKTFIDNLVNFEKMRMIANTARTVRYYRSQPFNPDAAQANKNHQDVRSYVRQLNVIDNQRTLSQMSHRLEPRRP
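Compounds were titrated in qHTS against a Rap1B-BODIPY-GDP (250 nM) complex with EPAC2 (100 nM) and GDP (50 uM). BODIPY-GDP release tracked at 480/540 nm over 30 min at room temperature, normalized to 6.5 mM cAMP.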
Nrf2 ARE act: Nrf2 pathway activation | AREc32 ARE-luciferase reporter (MCF7-derived line), luminescence, 24 h | Potency, µM (doses to about 46.1 µM), for the others: at the highest dose activation, usual class: activators | actives 0.31% (n = 410,000) | AID 624171; also: potency is read from the fitted curve at half-maximal effect; % of control where 0% means no effect; nearly all actives have a fitted effect of over 65% in size
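ARE-driven firefly luciferase activity in AREc32 cells measured after a 24 hr compound exposure at 37 deg C, using Steady-Glo reagent and a 30 min room-temperature hold.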
IL2 activator: activators of IL-2 | IL-2 activation reporter assay, cell-based qHTS; stimulated with anti-CD3/CD4/CD28 beads; in transgenic mouse T cells | activation, % (series mostly up to about 46 µM) | actives 0.065% (n = 360,000); in the data active = activation above about 50%; inconclusive = mostly about 30% to 49%; also: 0% is about no effect
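Readout: EGFP and DsRed signals by fluorescent plate cytometry. Unstimulated transgenic mouse T cells received compound 60 min before antibody-bead stimulation, then incubated 18 h at 37 degrees C.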
ATXN viability: viability counter-screen for ATXN expression inhibitors; actives 0.49% (n = 400,000); S2 cells (HEK-293 line with an ATXN2-luciferase reporter) viability, CellTiter-Fluor protease fluorescence, 24 h; Potency, µM (series often up to 56.7 µM), hits mostly cytotoxic; also: potency is read from the fitted curve at half-maximal effect; nearly all actives have a fitted effect of over 40% in size
HepG2 tox: counter-screen for TGF-b inhibitors: cytotoxicity in HepG2 cells | HepG2 CAGA-GFP viability, ATP luminescence, 18 h | Potency, µM (doses to about 46.1 µM), inactives show top-dose activity change, negative = cytotoxicity, most hits filed as cytotoxic | actives 0.76% (n = 410,000); also: potency is read from the fitted curve at half-maximal effect; some results filed as inactive show a strong effect at the top dose
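HepG2 CAGA-GFP cells (1000/well, DMEM with 1% FBS) received compound, then TGF-beta at 500 pg/mL final, and were incubated 18 hours at 37 degrees C. Viability was read by CellTiter-Glo luminescence. Media-only wells were set as complete cell-killing and DMSO as no toxicity.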
ATXN2 expr inh: ATXN2 expression inhibition | HEK-293 ATXN2-luciferase reporter, luminescence, 24 h | Potency, µM (series often up to 57 µM), for inactives: top-dose activity change, negative = inhibition, most hits filed as inhibitors | actives 0.72% (n = 360,000); also: potency is read from the fitted curve at half-maximal effect; % is scaled to controls: 0 for no effect and ±100 for the full control effect; nearly all actives have a fitted effect of over 55% in size
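qHTS (up to 57 uM final) was run with 24 h compound exposure of reporter cells at 37 °C. Each well was multiplexed: SteadyGlo luminescence measured ATXN2-luciferase expression after a fluorogenic Gly-Phe-AFC viability readout (25 uM final).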
Nrf2 inh: blocks Nrf2 signaling | AID 504444 | Potency, µM (titrated, usually from 46 µM), without a hit: at the top dose activity change, negative = inhibition, actives largely listed as inhibitors | actives 2.1% (n = 360,000) | A549 ARE-Fluc reporter, luciferase luminescence, 18-24 h; also: potency is read from the fitted curve at half-maximal effect; % is scaled to controls: 0 for no effect and ±100 for the full control effect; nearly all actives have a fitted effect of over 60% in size
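In this cell-based qHTS, ARE-driven firefly luciferase in A549 cells reports Nrf2 activity; the luminescent signal after BugLite lysis is the measured value, with a prior CellTiter-Fluor read for cell health.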
* = called active by the depositor; i = inactive; u = inconclusive; x = no result given; & = joins results of further samples; [ ] = another dose, or the depositor's remark. Unless noted, calls follow the shape of the dose curve; as a rule, active = well fitted curve in the direction sought with a large enough effect; inconclusive = small, poorly fitted or top-dose-only effect, or another doubt; inactive = no such curve, though single readings can be large; an effect the other way counts as inactive or inconclusive.

SMILES	TGFb inhibitor	A549 tox	EPAC2 ag	Nrf2 ARE act	IL2 activator	ATXN viability	HepG2 tox	ATXN2 expr inh	Nrf2 inh
Cc1nc(COC(=O)c2c(C)nn(-c3ccccc3)c2C)cs1	8.7%	27.0%	2.5%	2.5%	-1.7	i	-16.9%	34.5%[activator]	1.0%
CC1(C)CC[C@]2(C(=O)O[C@@H]3OC(CO)[C@@H](O)[C@H](O)[C@H]3O)CC[C@]3(C)C(=CCC4[C@@]5(C)CC[C@H](O[C@@H]6OC(C(=O)O)[C@@H](O)[C@H](O)[C@H]6O)C(C)(C)C5CC[C@]43C)[C@@H]2C1 (stereo not given in full)	u	-5.2%	-4.8%	-0.5%	-0.5	u	-103.4%	-25.9%	8.2%
CCn1c(CN2CCC(C)CC2)nc2cc(NC(=O)c3ccc([N+](=O)[O-])cc3)ccc21	-27.6%	-3.3%	x	-0.9%	x	i	3.4%	-0.4%	-20.6%
CC[C@]12c3[nH]c4ccc(Cl)cc4c3CCN1C(=O)[C@@H](CC(=O)NCCN1CCOCC1)C[C@@H]2C(=O)N1CCN(C(=O)C2CC2)CC1	-14.6%	-2.1%	2.9%	-0.9%	-0.2	i	3.4%	7.6%	14.3%
CCCCN(CC)CCCNC(=S)Nc1ccc2nc3n(c(=O)c2c1)CCCCC3	0.0%	2.3%	17.6%	0.2%	-2.9	i	-16.4%	-11.3%	u
CC(C)[C@H](NC(=O)c1cc2cc(Cl)ccc2n1C)C(=O)N1CCC(C(=O)O)CC1	0.6%	-1.3%	3.0%	-0.6%	-0.1	i	-3.6%	0.0%	-6.0%
Cc1ccc(S(=O)(=O)N2CCOCC2)cc1NC(=O)CSc1nnc(NC2CC2)s1	10.4%	-1.2%	13.2%	-0.7%	-0.4	i	-4.0%	6.1%	2.6%
COc1ccc(NC(=O)CSc2nc(C)cs2)c([N+](=O)[O-])c1	-2.5%	-4.8%	-2.9%	1.6%	-2.9	u	-4.4%	20.5%	-5.6%
COc1ccc(C(=O)Nc2cc3c(cc2N2CCCCC2)n(C)c(=O)n3C)cc1OC	11.3%	-10.2%	-1.7%	1.2%	-3.9	i	5.0%	31.8%	u
Cc1ccc2oc(=O)c3cc(C(=O)NCCN4CCN(C)CC4)sc3c2c1	-3.5%	5.2%	1.1%	-0.2%	-3.0	i	-16.8%	3.7%	14.1%
CCSc1nnc(NC(=O)CN2C(=O)C3CC=CCC3C2=O)s1 (stereo not given)	6.8%	11.3%	7.8%	0.0%	0.4	x	-4.3%	x	5.7%
COC(=O)Nc1ccc2c(c1)N(C(=O)CCCl)c1ccccc1S2	u	8.2%	15.4%	u	0.8	u	16.5%	19.6%	-0.8%
S=c1[nH]nc(C2CC2)n1Cc1ccccc1	1.3%	5.3%	0.0%	0.1%	0.1	i	17.4%	0.3%	-8.4%
Cc1ccc(C)c(NC(=S)N2CCN(S(=O)(=O)c3ccccc3)CC2)c1	-4.9%	5.8%	20.0%	-0.6%	-0.1	i	23.7%	-12.0%	9.3%
CCN(c1ccccc1)S(=O)(=O)c1ccc(N2CCN(c3ccc(O)cc3)CC2)nc1	u	-11.2%	-0.6%	7.6%	5.1	u	-1.1%	u	u
COc1ccc(/C=C(\NC(=O)c2ccccc2)C(=O)N/N=C/c2cccnc2)cc1	-14.1%	-13.7%	9.3%	-0.2%	-0.2	i	-6.7%	x	-7.7%
COc1cc(NC(=O)/C=C/c2ccccc2[N+](=O)[O-])cc(OC)c1	-21.9%	-5.0%	0.5%	2.7%[9.22 µM]	0.6	i	-7.7%	16.2%	2.5%
CCOc1ccc(C(=O)Nc2sc3c(c2C(=O)OC)CC(C)(C)NC3(C)C)cc1	12.4%	14.1%	-10.7%	-0.7%	-1.2	i	-9.9%	-4.5%	9.8%
CCN(CC)Cc1cc2[nH]c3c4ccc(Cl)cc4ncc3c2cc1OC	-21.4%	-0.5%&1.1%	3.4%	3.3%	0.1	i	-42.6%	x	-12.4%&3.5%
COc1ccc(C(C)=O)cc1CSCC(=O)O	-15.1%	-3.7%	-1.6%	-0.1%	2.8	i	1.0%	7.7%	-4.4%
COc1ccc(C(=O)N/N=C(/C)c2cccc(NC(=O)C(F)(F)F)c2)cc1	-10.9%	-4.2%	-2.6%	-0.7%	-1.2	u	-10.9%	10.0%	24.5%
COc1cc(/C=C/C(=O)Nc2ccc3nc4n(c(=O)c3c2)CCCC4)cc(OC)c1OC	-21.8%	-3.3%	-1.1%	0.0%	1.6	u	-0.9%	-19.2%	-18.6%
CCN(CC)c1ccc(NC(=O)Cn2nc3c(cc2=O)CCCC3)c(C)c1	0.2%	-0.2%	x	0.4%	x	x	-12.1%	x	x
CCOc1ccc2nc(SCc3ccccc3C#N)sc2c1	-20.3%	5.8%	4.3%	3.4%	-0.4	u	-2.4%	64.5%[activator]	u
CCN1C(=O)c2cccc3c(NS(=O)(=O)c4ccc(NC(C)=O)cc4)ccc1c23	-1.2%	-26.7%	9.2%	6.4%	-0.2	i	-14.4%	18.9%	u

Results in Nrf2 ARE act and ATXN viability, for three of the compounds above:
compound | Nrf2 ARE act | ATXN viability
CCSc1nnc(NC(=O)CN2C(=O)C3CC=CCC3C2=O)s1 (stereo not given) | 0.0% | x
COC(=O)Nc1ccc2c(c1)N(C(=O)CCCl)c1ccccc1S2 | u | u
S=c1[nH]nc(C2CC2)n1Cc1ccccc1 | 0.1% | i

The list goes on:
SMILES	TGFb inhibitor	A549 tox	EPAC2 ag	Nrf2 ARE act	IL2 activator	ATXN viability	HepG2 tox	ATXN2 expr inh	Nrf2 inh
CCCOC1CCCN(Cc2cn(C)nc2-c2ccccc2F)C1 (stereo not given)	11.4%	1.0%	7.9%	0.0%	-1.2	i	-2.0%	-28.0%	-4.4%
CCOc1ccc(C(=O)NCC(=O)Nc2ccncc2)cc1OCC	5.7%	-0.4%	-6.3%	-0.7%	-0.5	i	-0.5%	-3.7%	14.4%
O=C(COC(=O)c1ccc(CN2CCCC2=O)cc1)Nc1ccc(F)cc1	-11.5%	-0.9%	-4.0%	0.0%	-0.1	i	-3.1%	10.4%	6.5%
CCN(CC)C(=O)Cn1c(=O)c2ccccc2n2c(=S)sc(-c3cccc(C)c3)c12	-3.5%	4.9%	27.3%	0.0%	93.5*	i	-2.4%	-0.3%	8.1%
COCCNc1nc(-c2cc(C)c(C)cc2C)cs1	-1.3%	3.4%	-3.2%	3.9%	1.1	i	-13.5%	-5.8%	0.9%
CCOC(=O)c1ccc(-n2c(CCC(=O)O)ccc2-c2ccccc2)cc1	u	-1.3%&2.5%	4.4%	0.4%&11.3%	2.6	i	-9.2%&-24.4%	x	-26.4%
O=C1Nc2ccccc2N(C(=O)c2ccc(-c3ccccc3)cc2)C1c1nc2ccccc2[nH]1 (stereo not given)	x	x	3.6%	-0.5%	-1.2	u	x	-28.2%	x
C(=NNc1nnn(Cc2ccccc2)n1)c1ccccc1	6.8%	x	4.3%	-1.3%	-1.4	u	-8.7%	x	x
COc1cccc(NC(=S)NCCc2ccccn2)c1	4.6%	24.8%	14.6%	0.7%	0.1	i	8.7%	x	12.8%
Cn1c(=O)c2c(nc(SCC(=O)NC34CC5CC(CC(C5)C3)C4)n2C)n(C)c1=O	1.0%	-5.6%	-2.8%	-0.4%	0.3	i	-8.9%	10.1%	17.5%
CC(CNCCCn1cnc2c(OCc3ccccc3)ncnc21)c1ccccc1 (stereo not given)	u	1.2%	-6.7%	-0.6%	-0.5	u	-93.7%	u	10.7%
CC[C@]1(C(=O)OC)[C@H]2C(=O)N(C)C(=O)[C@H]2[C@H]2CN=C(SCc3ccc(C(=O)OC)cc3)N21	3.2%	5.3%	-1.2%	7.2%	0.8	i	5.5%	-5.1%	u
CCC1(CC)C(=O)N(c2ccccc2)C(=N)N(c2ccccc2)C1=O	9.4%	6.0%	9.1%	0.0%	-0.3	i	3.8%	0.1%	6.1%
CO/N=C/NC(=O)NOCc1c(Cl)cccc1Cl	0.5%	-2.9%	-19.5%	-0.3%	-0.5	i	-16.2%	-8.6%	-13.5%
COc1ccc(C2/C=C\CN(C(=O)C3CCCCC3)CC(=O)N2Cc2ccc(F)cc2)cc1 (stereo not given)	u	-18.8%&-14.5%	6.9%	2.9%	1.1	i	-15.2%&-20.4%	-4.7%	-16.1%&-17.8%
COc1cccc(NC(=O)c2ccc(CN3CCOCC3)cc2)c1	-2.1%	-3.1%	10.4%	2.1%	-0.2	i	1.2%	17.7%	u
CCc1ccccc1N(C(=O)CCC(=O)Nc1cc(C)on1)C(C(=O)NC1CCCC1)c1ccco1 (stereo not given)	-12.0%	1.0%	-5.6%	0.1%	-0.4	i	-6.1%	6.0%	4.3%
Cc1cccc(S(=O)(=O)Nc2ccc(-c3ccc4nncn4n3)cc2)c1	0.2%	-2.2%	-0.2%	3.8%	-0.7	u	-4.0%	-4.8%	u
CCC1COCCS(=O)(=O)N1Cc1ccccc1 (stereo not given)	-4.1%&-17.7%	2.7%	9.6%	-0.4%	0.8	i	-4.2%&-1.5%	-11.2%	-6.7%
Cc1ncc([N+](=O)[O-])n1CC(=O)Nc1ccc(Cl)cc1	-0.7%	-1.4%	12.3%	0.1%	2.0	i	-1.6%	-6.5%	9.7%
CN(C)CCCN(C(=O)c1ccc2c(c1)CCCC2)c1nc2cc3c(cc2s1)OCO3	u	1.8%	13.1%	-1.8%	-4.2	i	-45.4%	u	-2.3%
